# Source: PubChem BioAssay
# V-ATPase pHluor: alters yeast V-ATPase proton transport; S. cerevisiae, pHLuorin cytosolic pH fluorescence; response, % at 10 µM; 0.37% of 350,000 active; AID 504577; in the data active means response mostly above about 7.3%, no sharp cut-off; inactive means mostly below about 5.4%; further: actives read high; inactives centre near 0; some compounds called inactive have numbers as strong as hits; reference of the scale not given here
# HTR5A ag ctr: counter-screen for OPRM1-OPRD1 agonists: human HTR5A agonism. P47898. HTR5A agonist assay, luminescence, cell-based. AID 504692. activation, % at 9.3 µM. 0.61% of 340,000 active; in the data active means activation mostly above about 9.5%, no sharp cut-off; inactive means mostly below about 7.6%;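 further: 0% = cells with vehicle only and 100% = reference agonist; strong numbers were not always called active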
# PKA-R2B act: activates the human PKA-R2B holoenzyme complex; 0.079% of 340,000 active; PKA-R2B holoenzyme dissociation, Cy5-IP20 fluorescence polarization; R2B truncated from residue 108, S112A mutant; 0% DMSO only, 100% 113 µM cGMP; activation, % at 11.4 µM; P22694+P31323;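 active means activation above a cutoff set at the mean over all compounds plus 3 SD, cut at about 18% in these data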;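 further: higher means more holoenzyme dissociation and a rise in polarization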
# HTR5A inv ctr: inverse agonist of human HTR5A in OPRM1-OPRD1 counter-screen | 0.083% of 340,000 active | inhibition, % at 9.3 µM | AID 504634 | HTR5A cell line, luminescence, inverse agonism | P47898; in the data active means inhibition mostly above about 23%, no sharp cut-off; inactive means mostly below about 18%;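 further: 0% = cells with DMSO and 100% = no-cell wells with DMSO; some compounds called inactive have numbers as strong as hits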
# OPRM1-OPRD1 inv: inverse agonist of human OPRM1-OPRD1 heterodimerization. inhibition, % at 9.3 µM. 0.21% of 340,000 active. P35372+P41143. cell-based MOR-DOR heterodimer luminescence, inverse agonism; in the data active means inhibition above about 22%, passing the limit was not always enough;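 further: 0% = cells with DMSO and 100% = wells without cells with DMSO; values of inactives mirror those of a sister screen read the other way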
# Arrestin-AP2 inh: human beta-arrestin and AP2 interaction inhibition | 0.31% of 340,000 active | FITC-arrestin peptide / GST-AP2 beads, flow cytometry; AP2 beta2 appendage carries R879A mutation | inhibition, % at 10 µM | AID 504490;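 active means inhibition above a set limit, near 3 SD of compounds lacking own fluorescence, cut at about 54% in these data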;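 further: plate controls were DMSO wells for no effect and 5 µM unlabelled arrestin peptide for full effect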
#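 System: GST-tagged AP2 beta2-adaptin appendage (R879A) on 4 µm glutathione beads / Reagent: FITC-arrestin peptide, 50 nM / Detection: HyperCyt-sampled flow cytometry, FL1 channel, ex 488/em 535 nm / Timing: 12 min plus 1 h, RT / Buffer or medium: PBS plus Tween 20 (0.05%) and BSA (0.1%)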
# PKA-R1A activ: PKA-R1A complex activation; PKA-R1A dissociation, Cy5-IP20 fluorescence polarization; scaled: DMSO 0%, 113 µM cGMP 100%; P00514+P68181; 0.083% of 340,000 active; activation, % at 11.4 µM;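 active means percent activation above the mean of all tested compounds plus 3 SD, cut at about 19% in these data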;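 further: higher means more PKAc released from R1A so a rise in polarization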
# OPRM1-OPRD1 ag: agonists of human mu-delta opioid receptor heterodimerization. P35372+P41143. cells, OPRM1-OPRD1 heterodimerization, luminescence. activation, % at 9.3 µM. 0.3% of 340,000 active. AID 504326; in the data active means activation above about 18%;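 further: 0% = vehicle-treated cells and 100% = reference agonist; values of inactives mirror those of a sister screen read the other way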
# DAGLB inhibitor: blocks human DAGLB lipase activity; Q8NCG7; HEK293T DAGLB membrane lysate, EnzChek fluorogenic substrate; inhibition, % at 5.17 µM; 0.059% of 340,000 active; in the data active means inhibition above about 34%;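 further: 0% = enzyme with vehicle and 100% = wells lacking enzyme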
# Pemphigus Ab inh: human desmoglein-3 autoantibody binding inhibition | P32926 | DSG3-coupled beads, scFv-anti-DSG3-GFP binding, flow cytometry; active compounds read low | binding (percent of control), % at 10 µM | 0.48% of 310,000 active;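 active means binding more than 3 SD below its plate's average and above zero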;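 further: hits lower antibody fragment binding to DSG3; some compounds called inactive have numbers as strong as hits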
# Target sequence (P32926 whole entry, looked up, the tested form may be a part): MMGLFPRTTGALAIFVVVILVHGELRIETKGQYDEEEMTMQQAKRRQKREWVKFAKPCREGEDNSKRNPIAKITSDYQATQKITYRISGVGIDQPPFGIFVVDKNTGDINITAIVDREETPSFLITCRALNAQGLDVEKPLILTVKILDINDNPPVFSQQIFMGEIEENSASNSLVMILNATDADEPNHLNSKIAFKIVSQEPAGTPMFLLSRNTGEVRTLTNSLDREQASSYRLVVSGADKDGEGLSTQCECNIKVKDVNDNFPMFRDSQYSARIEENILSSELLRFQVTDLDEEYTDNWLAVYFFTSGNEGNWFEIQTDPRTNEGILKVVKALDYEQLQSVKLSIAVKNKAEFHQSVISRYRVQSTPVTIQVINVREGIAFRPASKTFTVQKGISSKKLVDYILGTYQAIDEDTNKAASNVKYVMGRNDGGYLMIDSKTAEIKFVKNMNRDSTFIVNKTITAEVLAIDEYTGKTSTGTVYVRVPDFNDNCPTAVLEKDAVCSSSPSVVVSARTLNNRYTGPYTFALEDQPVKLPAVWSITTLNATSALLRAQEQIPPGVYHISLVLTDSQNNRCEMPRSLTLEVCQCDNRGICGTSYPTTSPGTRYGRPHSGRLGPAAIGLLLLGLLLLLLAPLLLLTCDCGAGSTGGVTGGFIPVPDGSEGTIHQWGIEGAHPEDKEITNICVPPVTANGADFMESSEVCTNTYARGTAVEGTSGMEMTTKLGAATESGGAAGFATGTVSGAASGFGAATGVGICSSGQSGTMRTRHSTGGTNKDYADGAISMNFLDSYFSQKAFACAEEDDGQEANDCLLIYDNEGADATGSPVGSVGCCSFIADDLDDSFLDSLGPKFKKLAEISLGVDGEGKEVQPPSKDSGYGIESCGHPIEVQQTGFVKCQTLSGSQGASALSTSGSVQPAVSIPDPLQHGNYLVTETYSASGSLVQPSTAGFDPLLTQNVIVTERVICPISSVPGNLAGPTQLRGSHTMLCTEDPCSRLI
# * marks the source's active call; other numbers are inactive results; nt = not tested or not shown. An unsorted share of the library; 2.4% or so of the library scored in one or more.
Structure	V-ATPase pHluor	HTR5A ag ctr	PKA-R2B act	HTR5A inv ctr	OPRM1-OPRD1 inv	Arrestin-AP2 inh	PKA-R1A activ	OPRM1-OPRD1 ag	DAGLB inhibitor	Pemphigus Ab inh
COC(=O)CSc1nc2c(c(-c3ccc(O)cc3)c1C#N)CCCC2	-1	2	-11	-5	-27	16	-9	5.3	-4	99
Cc1ccc(C(=O)Nc2ccccc2N2CCCCC2)cc1	-2	2	-10	-6	-37	10	-2	7.8	-17	104
O=c1[nH]c(SCc2nc3ccccc3c(=O)n2-c2ccccc2C(F)(F)F)nc2ccccc12	-5	-2	7	0	-2	5	-9	0.4	1	120
CCCc1cc(=O)oc2cc(C)cc(OCC(=O)N3CCC(C(N)=O)CC3)c12	0	-5	8	15	10	-2	-4	-2.1	-1	96
O=C(N/N=C/c1ccc(C(=O)O)cc1)C(=O)N1CCCCCC1	-2	4	-2	2	9	16	-3	-1.3	-5	102
COCCn1c(-c2ccc(-c3ccccc3Cl)o2)nc2c1c(=O)[nH]c(=O)n2CC(C)C	2	0	-1	-5	10	-5	-6	-2.0	2	nt
Cc1ccc(O)c(C2=Nc3ccccc3C2(C)C)c1	-4	1	5	-4	-27	7	-13	5.3	-7	98
CSCCC(C(=O)N1CC2(C)CC1CC(C)(C)C2)N1C(=O)c2ccccc2C1=O (configuration not stated)	-3	0	4	-14	-16	13	-4	2.7	-3	95
C/C(=N\NC(N)=S)c1ccc2c(c1)OCCO2	-4	2	6	-17	-13	-3	8	2.5	0	107
COCCNC(=O)CSc1c2c(nc3ccc(Cl)cc13)CCCC2	2	-4	11	43*	7	4	-1	-1.0	-3	104
COc1ccc(NC(=S)NC(=O)c2csnn2)cc1	2	-2	2	-3	19	-6	1	-4.0	-1	107
Cc1c(NC(=O)Nc2ccc(Cl)c(Cl)c2)sc(=S)n1C	-2	3	-3	-9	0	-10	-5	-0.1	1	100
O=C(C[C@@H]1C/C=C\CCC(=O)OC[C@@H]2CCCN2C1=O)N[C@@H](CO)Cc1ccccc1	2	-2	0	-10	0	27	-17	0.0	-2	102
C=C(C)c1cccc(C(C)(C)NC(=O)NC(c2ccccc2)c2ccc(OC)cc2)c1 (configuration not stated)	-1	2	0	13	-5	13	6	1.0	9	101
CC1CN(C(=O)c2cnn3c(C(F)F)cc(-c4ccccc4)nc23)CC(C)O1 (configuration not stated)	2	2	-4	-6	-3	9	1	0.7	0	103
CC1=CCC[C@H]2[C@H](C1)C(=O)C[C@@H](C)[C@]2(C)CC/C(=C/CO)CO	3	-6	-9	5	20	0	-9	-3.5	2	106
Cc1cc(C)c(C)c(OCC(=O)O/N=C(\N)c2ccncc2)c1	-2	5	2	-19	-42	31	-10	5.1	-8	98
COC(=O)C(=C/C=C/c1ccco1)C(=O)OC	4	-7	-4	18	-4	9	2	0.8	0	nt
Cc1cc(=S)cc(C)n1CCCn1ccnc1	2	-3	10	-6	16	3	-1	-2.9	-1	112
CCC(=O)NCCc1cc2cc(C)c(C)cc2[nH]c1=O	-4	3	-2	-7	9	7	-1	-1.9	-4	106
COc1cc(/C=C2/SC(=Nc3ccc(O)cc3)NC2=O)ccc1O	-2	16	-2	19	14	31	-10	-2.7	4	92
COc1ccc(OC)c(NC(=O)c2cc(-c3cc(C)c(C)cc3O)n[nH]2)c1	4	3	-6	-11	-37	4	6	7.8	0	104
C=CCOc1ccc2c(c1)c(=O)cc(C(=O)O)n2CC	-10	3	5	-22	4	10	-9	-0.8	-2	104
CC(C)(C)c1[nH]nc2c1C(c1ccco1)C(C#N)=C(N)O2 (configuration not stated)	5	2	-2	-10	6	6	6	-1.3	1	84
O=C(NCc1ccco1)C(c1ccco1)N(CCc1ccccc1)C(=O)Cn1nnc2ccccc21 (configuration not stated)	1	-6	-4	8	12	2	11	-2.7	-2	103
Cc1c(CN2CCCC(C(=O)Nc3cccc(-n4cccn4)c3)C2)cnn1C (configuration not stated)	3	-2	-8	-23	21	1	-6	-4.2	0	99
COc1ccc(OCCC(=O)Nc2cc(C)on2)cc1	-1	0	-2	0	0	19	-6	0.0	-1	57
O=C(CSc1nc(C(F)(F)F)cc(=O)[nH]1)N1CCCCCC1	-3	-10	9	0	6	-4	14	-1.0	4	97
N#Cc1ccccc1NC(=O)COC(=O)c1ccc(F)cc1F	1	7	7	-19	23	22	10	-4.4	-2	91
CC(=O)OCC(=O)C1(O)CCC2C3CCC4C(OC(C)=O)C(=O)CCC4(C)C3C(=O)CC21C (configuration not stated)	-3	2	-4	-8	8	6	-5	-1.4	2	116
O=C(CCC1CCCN(C(=O)c2ccoc2)C1)NCc1ccccc1F (configuration not stated)	-3	2	-5	-9	14	-9	0	-2.8	0	105
CNC(=O)NC(=O)C(C)OC(=O)CCCc1nc2ccccc2s1 (configuration not stated)	-2	3	-15	-8	-3	17	2	0.5	0	105
O=C(Nc1ccccc1F)c1cc(S(=O)(=O)N2CCOCC2)cs1	1	-8	0	20	21	6	-5	-4.2	0	nt
O=C(Cc1ccc(S(=O)(=O)N2CCOCC2)s1)N1CCN(S(=O)(=O)c2ccccc2F)CC1	1	5	-8	2	6	24	11	-1.6	-3	98
O=C1CC(c2cccc(Oc3ccccc3)c2)NC(=O)N1 (configuration not stated)	3	-5	-7	4	13	-10	6	-2.2	1	102
Cc1cc2oc3c(c(=O)c2cc1C)C(c1ccc(F)cc1)N(CCCN1CCOCC1)C3=O (configuration not stated)	9	9	5	-22	1	26	0	-0.2	2	104
COc1ccc(C/C(C)=N/NC(=O)c2cc(C)oc2C)cc1	4	3	-10	-1	6	11	-4	-1.2	-2	103
COc1cc(/C=N\NC(=O)CNC(=O)C2COc3ccccc3O2)ccc1O (configuration not stated)	1	3	11	-11	3	29	3	-0.5	2	100
CCOC(=O)c1c(NC(=O)COC(=O)c2ccc(S(=O)(=O)C(F)F)cc2)sc(C(=O)N(C)C)c1C	-2	nt	-5	nt	nt	nt	-4	nt	-6	100
Cc1cc(C)c2oc(-c3ccc(C)c(NC(=S)NC(=O)/C=C/c4ccco4)c3)nc2c1	-2	1	2	-2	16	4	1	-3.2	4	93
Cc1cccc(Nc2c([N+](=O)[O-])ccc3nonc23)c1	-2	1	-1	-3	-26	-1	-5	5.1	13	94
O=C(NNC(=O)c1cccc2ccccc12)c1cccc(Br)c1	0	0	1	2	17	-13	0	-3.5	2	115
CCOc1ccc(/C=C2\SC(=S)N(NS(=O)(=O)c3ccccc3)C2=O)cc1OC	1	-1	-9	4	16	37	-1	-3.1	11	99
CCOc1ccccc1-c1nnc(CS(=O)(=O)c2ccccc2)o1	2	11	2	-31	9	8	2	-1.7	-3	100
C[N+]1(CC#CC(O)(c2ccccc2)c2ccccc2)CCCC1	0	1	-4	8	10	9	16	-1.9	0	96
O=C(COC(=O)c1ccccn1)Nc1ccc2c(c1)OCCO2	-1	-1	-4	2	14	-7	-8	-3.6	0	104
CCNC(=O)c1cc(Br)ccc1Cl	-3	6	-6	-14	7	5	-10	-1.4	-3	112
COc1ccc(C(=O)N/N=C/c2c(CO)cnc(C)c2O)cc1	4	0	5	0	14	-12	11	-3.1	-1	96
CC(OC(=O)c1cccnc1Cl)C(=O)NC1CCCCC1 (configuration not stated)	0	nt	-7	nt	nt	nt	0	nt	-2	111
COC(=O)c1[nH]c2ccc(F)cc2c1NC(=O)C1=COCCO1	-7	-3	1	8	18	24	2	-3.6	-1	101
Cc1cccc(N(C)C(=O)c2cc(S(=O)(=O)N3CCCC3)cn2C)c1	6	2	9	-6	-2	13	-2	0.3	-1	98
O=[N+]([O-])c1ccc(Cl)c(S(=O)(=O)NCC2CCCO2)c1 (configuration not stated)	2	3	6	1	5	2	8	-0.9	2	96
CC(C)(O)CN(C(=O)c1ccc([N+](=O)[O-])cc1)C1CCCC1	6	1	7	-5	-2	1	1	0.5	0	98
CC(C)(C)c1ccc(NC(=O)CN2C(=O)NC(C)(C3CC3)C2=O)cc1 (configuration not stated)	4	-4	8	-13	15	11	-1	-3.8	0	nt
CCOc1ccccc1NC(=S)NCCc1ccc(F)cc1	0	1	-3	-4	9	5	-4	-1.7	-2	100
C[C@@H]1CCCCO[C@@H](CN(C)Cc2ccc3c(c2)OCO3)[C@@H](C)CN([C@H](C)CO)C(=O)c2cc(N(C)C)ccc2O1	-1	nt	1	nt	nt	nt	4	nt	1	105
Cc1occc1C(=O)Nc1ccccc1C(=O)O	5	1	1	-5	-4	0	-6	0.7	3	103
O=C(Nc1cccc(NC(=O)c2ccc(Br)o2)c1)c1ccccc1	4	1	-3	-17	9	2	3	-1.8	-3	114
CCOC(=O)c1c(NC(=O)CSc2nnnn2-c2ccccc2)sc2c1CCC(C)C2 (configuration not stated)	5	1	-1	-3	18	-4	-16	-4.2	2	88
COc1ccccc1Oc1coc2c(CN3CCN(C)CC3)c(O)ccc2c1=O	11	0	-2	4	8	5	-12	-1.4	1	106

# (cont.)
Structure	V-ATPase pHluor	HTR5A ag ctr	PKA-R2B act	HTR5A inv ctr	OPRM1-OPRD1 inv	Arrestin-AP2 inh	PKA-R1A activ	OPRM1-OPRD1 ag	DAGLB inhibitor	Pemphigus Ab inh
Cc1cc(C)c2c(n1)SCC(=O)N2CC(=O)Nc1cc(F)ccc1F	-3	6	-10	-18	8	6	-17	-1.3	4	103
CCCCCC(=O)N1C[C@@H](O)[C@H](n2cc(C3CC3)nn2)C[C@@H]1c1ccccc1	0	nt	-1	nt	nt	nt	4	nt	-2	98
N/C(=N\OC(=O)c1ccccc1F)c1cccc([N+](=O)[O-])c1	1	-2	3	-20	-23	44	11	4.6	-4	104
CCOC(=O)C1=CN(Cc2cccc(Br)c2)S(=O)(=O)N(C)C1C (configuration not stated)	-2	2	-5	-9	-1	30	-2	0.1	-10	97
Fc1cnc(Cl)nc1N1CCN(c2ccccc2)CC1	-1	-2	13	-7	-4	10	-3	0.7	-6	113
COC(=O)c1ccc(NC(=O)CCS(=O)(=O)c2ccc3c(c2)NC(=O)C(C)S3)cc1 (configuration not stated)	-1	-2	-8	-14	12	0	-4	-2.4	1	99
CC1(c2nnc(Cc3ccccc3)o2)CC(c2c(Cl)cccc2Cl)=NO1 (configuration not stated)	-2	7	-4	-5	4	4	-11	-0.7	-6	105
Cc1cc(C)cc(NC(=O)CN2CCc3cc4c(cc3C2C)OCCCO4)c1 (configuration not stated)	-1	8	-5	6	-31	22	-6	6.0	-10	98
